AT treatment = potential ataxia-telangiectasia treatment; […] A-T fibroblasts, KAP-1 phosphorylation AlphaLISA; neocarzinostatin DNA damage 30 min before lysis; Potency, µM (top dose mostly 57.5 µM), for inactives: at the top dose activation, actives largely listed as activators; hit rate 0.19% among 320,000; AID 485349; also: potency is read from the fitted curve at half-maximal effect; % of control where 0% means no effect; nearly all actives have a fitted effect of over 45% in size
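hTERT-immortalized A-T patient fibroblasts ([…]), 500 cells/well in OPTI-MEM, 1% FBS, got compounds for 60 min, then NCS for 30 min at 37C. Lysates were then assayed for phospho-KAP-1 by AlphaLISA (anti-pKAP1 donor, anti-KAP1 acceptor beads), 6 hr at 25C.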
BRCA1 expr act = activators of BRCA1 expression. AID 624202. Potency, µM (series often up to 46.1 µM), inactives show at the top dose activation, usual class: activators. MCF7-BRCA1-FFLuc reporter, luminescence, 48 h; response scale: scaled: vehicle 0%, 10 µM genistein 100%. hit rate 1.1% among 380,000; also: potency is read from the fitted curve at half-maximal effect; nearly all actives have a fitted effect of over 80% in size; some results filed as inactive show a strong effect at the top dose
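Compounds are tested at multiple concentrations on MCF7 BRCA1-luciferase reporter cells seeded at 2000 per well; after 48 h, a single luminescence end-point is taken and curves fitted to the normalized data.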
ELG1 repair inh = ELG1-dependent DNA repair inhibition; AID 504467; HEK293T ELG1-luciferase reporter, luminescence, 16 h; DNA damage induced by 5-fluorouridine; Potency, µM (top dose mostly 46.1 µM), without a hit: at the highest dose activity change, negative = inhibition, actives largely listed as inhibitors; hit rate 2.3% among 330,000; also: potency is read from the fitted curve at half-maximal effect; % is scaled to controls: 0 for no effect and ±100 for the full control effect; nearly all actives have a fitted effect of over 55% in size
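Quantitative HTS, concentration-response format. 2,000 cells/well co-treated with 5-fluorouridine and compound, 16 hr in 5% CO2 at 37 °C; ONE-Glo luminescence read after 30 min.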
a7 integrin act = integrin-mediated muscular dystrophy alleviation activation; alpha7betagal myoblasts, beta-gal FDG fluorescence, 48 h; Potency, µM (titrated, usually from 38.3 µM), for the others: at the highest dose activation, most hits filed as activators; hit rate 0.064% among 350,000;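 also: potency is read from the fitted curve at half-maximal effect; 100% = response of the positive control SU9516; nearly all actives have a fitted effect of over 60% in size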
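Alpha7betagal+/- myoblasts (passage 13) were plated 16-24 hr, then exposed to compounds (1:260 dilution of DMSO stock) for 48 hours at 37C. After MPER lysis, β-galactosidase reporter activity was read as FDG fluorescence (ex 480/em 540) after 30 minutes.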
MLL CXXC-DNA inh = MLL CXXC-DNA interaction inhibition; MLL-CXXC / FITC-HOXA9 DNA fluorescence polarization; Potency, µM (highest dose often 115 µM), for the others: at the highest dose activity change, negative = inhibition, usual class: inhibitors; hit rate 0.037% among 290,000; AID 2662; active = well fitted inhibition curve with a large enough effect in the polarisation, with a control signal flat, not every such curve was filed as active; inconclusive = small, poorly fitted or top-dose-only effect, or effect the other way, or a change in a side signal; inactive = no such curve, though single readings can be large or run the other way; the % refers to the polarisation; also: potency is read from the fitted curve at half-maximal effect
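Purified MLL-CXXC (added from a 7 uM solution) was preincubated 5 min at ambient with pinned compounds in 50 mM Tris-HCl pH 7.5, 50 mM NaCl, 1 mM DTT, 0.05% BSA. Fluorescein-labeled HOX-A9 DNA (50 nM solution) followed, 30 min, then polarization read.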
TRPV1 ag = human TRPV1 agonism. Q8NER1. TRPV1-expressing cells, Fluo-8 calcium influx, agonist mode. activation, % at 8.33 µM. hit rate 0.19% among 320,000. AID 540275; in the data active = activation above about 80%; inconclusive = between about 30% and that limit; also: 0% is about no effect
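Fluo-8 calcium influx in TRPV1-expressing cells, kinetic read (ex 480/em 520 nm). Compound added and read 3 min for agonist activity, followed by capsaicin at EC20 final and 2 min further read for enhancement.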
PTAP TSG101 blk = blocks PTAP/TSG101 interaction to inhibit HIV-1 budding | Q99816 | 340,000 tested, under 10 active | Potency, µM (series often up to 115 µM), inactives show top-dose activity change, negative = inhibition, usual class: inhibitors | AID 493005 | Fluorescence polarization, FITC-PTAP peptide / Tsg101 binding; active = well fitted inhibition curve with a large enough effect in the main read-out, with a control signal flat, not every such curve was filed as active; inconclusive = small, poorly fitted or top-dose-only effect, or effect the other way, or a change in a side signal; inactive = no such curve, though single readings can be large or run the other way; also: potency is read from the fitted curve at half-maximal effect; % of control where 0% means no effect
Target sequence (Q99816 whole entry, looked up): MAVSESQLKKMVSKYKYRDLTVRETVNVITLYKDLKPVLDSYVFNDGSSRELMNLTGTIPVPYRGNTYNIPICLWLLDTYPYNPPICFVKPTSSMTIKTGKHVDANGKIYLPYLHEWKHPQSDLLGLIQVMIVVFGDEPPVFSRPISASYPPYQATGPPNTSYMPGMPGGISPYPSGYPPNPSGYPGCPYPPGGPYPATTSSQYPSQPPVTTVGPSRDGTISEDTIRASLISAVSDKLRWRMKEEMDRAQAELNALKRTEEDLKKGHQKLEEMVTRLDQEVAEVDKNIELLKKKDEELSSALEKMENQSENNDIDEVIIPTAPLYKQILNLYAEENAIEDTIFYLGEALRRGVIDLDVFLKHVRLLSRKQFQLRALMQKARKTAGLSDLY
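Fluorescence anisotropy tracks displacement of a FITC-tagged PTAP peptide (50 nM) from the Tsg101 binding domain (10 uM), following a 20 min room-temperature incubation at pH 7.5.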
p53 reactivator = mutant p53 re-activation in reporter cells; H1299 p53-A138V BP100-luciferase reporter, luminescence, 24 h; hit rate 0.063% among 320,000; AID 504706; Potency, µM (doses to about 92.2 µM), inactives show at the top dose activity change, positive = activation, hits mostly activators; also: potency is read from the fitted curve at half-maximal effect; % of control where 0% means no effect; nearly all actives have a fitted effect of over 45% in size
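p53-null H1299 cells stably carrying temperature-sensitive p53-A138V and a BP100-luciferase reporter were pinned with compounds (4-point, 1:5 series) and held 24 hrs at 37 deg C. Luminescence was read 10 min after detection reagent.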
B2AR arrestin = beta2AR (human) beta-arrestin recruitment activity. Potency, µM (doses to about 46.1 µM), without a hit: at the highest dose activation, most hits filed as activators. beta-arrestin recruitment to beta2AR, cell-based reporter. P07550. hit rate 0.02% among 330,000;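 also: potency is read from the fitted curve at half-maximal effect; 0% = DMSO controls and full agonism = EC100 isoproterenol or metaproterenol; nearly all actives have a fitted effect of over 65% in size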
Target sequence (P07550 whole entry, looked up): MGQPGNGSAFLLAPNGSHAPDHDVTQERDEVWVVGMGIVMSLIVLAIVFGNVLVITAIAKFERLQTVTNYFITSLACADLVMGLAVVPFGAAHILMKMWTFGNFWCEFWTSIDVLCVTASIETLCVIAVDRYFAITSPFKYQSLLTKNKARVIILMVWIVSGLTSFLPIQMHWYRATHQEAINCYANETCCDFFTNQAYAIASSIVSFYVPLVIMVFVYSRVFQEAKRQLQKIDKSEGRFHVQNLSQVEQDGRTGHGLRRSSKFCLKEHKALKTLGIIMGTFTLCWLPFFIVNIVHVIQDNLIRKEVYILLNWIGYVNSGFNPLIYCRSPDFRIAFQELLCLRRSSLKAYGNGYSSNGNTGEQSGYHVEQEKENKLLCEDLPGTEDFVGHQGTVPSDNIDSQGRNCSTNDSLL
TCR act = activators of T cell receptors. primary human leukocytes, anti-CD3, IL-2 HTRF, 48 h. Potency, µM (titrated, usually from 9.22 µM), inactives show top-dose activation of IL-2 secretion, hits mostly activators. 330,000 tested, under 10 active; also: % of control where 0% means no effect
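TCR engagement came from a-CD3 beads alone, with compounds added to primary human leukocytes for 48 hr. Secreted IL-2 bridged europium cryptate- and d2-labelled anti-IL-2 antibodies, giving FRET emission at 665nm after 320nm excitation.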
* hit, by the source's call; ? = inconclusive; · = no result given; & = joins results of further samples; [ ] = another dose, or the depositor's remark. Unless noted, calls follow the shape of the dose curve; as a rule, active = well fitted curve in the direction sought with a large enough effect; inconclusive = small, poorly fitted or top-dose-only effect, or another doubt; inactive = no such curve, though single readings can be large; an effect the other way counts as inactive or inconclusive.

SMILES | AT treatment | BRCA1 expr act | ELG1 repair inh | a7 integrin act | MLL CXXC-DNA inh | TRPV1 ag | PTAP TSG101 blk | p53 reactivator | B2AR arrestin | TCR act
COc1cc(/C=N/NC(=O)c2cc(C)oc2C)ccc1O | -3% | 12% | 5% | 15% | -1% | 19 | -8% | 8% | 0.1% | 0%
Cc1cccc(N2CCN(C(=O)CSc3ccc4c(c3)OCCO4)CC2)c1C | 0% | -1% | 11µM* | -51%[inhibitor] | · | 17 | 0% | -1% | -0.6% | -1%
CCN(CC(=O)Nc1c(F)cccc1F)C(=O)c1ccc(S(=O)(=O)N(CC)c2ccccc2)cc1 | · | -16% | · | -49%[inhibitor] | · | · | 0% | · | · | 0%
O=C(c1ccccc1)N1CCCC(C(=O)N2CCc3ccccc3C2)C1 (stereo unspecified) | 8% | -7% | 4% | 7% | 19% | 27 | -4% | -3% | 0.0% | 8%
CSC1=Nc2sc3c(c2C2=NCCN12)CCCC3 | 16% | · | 12% | · | -8% | -6 | · | 5% | -0.6% | ·
Cc1ncc(CO)c2c1Oc1nc(-c3ccccc3F)nc(SCC(=O)N(C)c3ccccc3)c1C2 | 0% | -33% | 2.9µM* | ? | 17% | -2 | 0% | 2% | -1.0% | 1%
CC(O)c1nc2ccccc2n1CC(=O)N1CCN(c2ccccc2)CC1 (stereo unspecified) | -4% | -21% | 2% | 12% | 8% | -4 | -2% | 3% | 0.4% | -5%
CC[C@@H]1C(=O)[C@H](Cc2ccccc2)[C@H]2CCCC(=O)N3CC[C@@H]1[C@@H]23 | · | -3% | · | 0% | · | · | -2% | · | · | 4%
Cc1ccc(S(=O)(=O)NCCC(=O)N2CCCCCCC2)cc1 | -2% | -2% | 6% | 27% | · | ? | -2% | -3% | -0.3% | -4%
COc1cc(C(=O)NNC(=O)c2ccccc2Br)ccc1OCC(=O)N1CCOCC1 | 1% | 5% | 21% | 25% | · | -1 | 0% | -3% | -0.2% | 2%

Grouped by structure, the compounds so far with four or more nitrogen atoms
SMILES | AT treatment | BRCA1 expr act | ELG1 repair inh | a7 integrin act | MLL CXXC-DNA inh | TRPV1 ag | PTAP TSG101 blk | p53 reactivator | B2AR arrestin | TCR act
Cc1ncc(CO)c2c1Oc1nc(-c3ccccc3F)nc(SCC(=O)N(C)c3ccccc3)c1C2 | 0% | -33% | 2.9µM* | ? | 17% | -2 | 0% | 2% | -1.0% | 1%
CC(O)c1nc2ccccc2n1CC(=O)N1CCN(c2ccccc2)CC1 (stereo unspecified) | -4% | -21% | 2% | 12% | 8% | -4 | -2% | 3% | 0.4% | -5%

(further entries)
SMILES | AT treatment | BRCA1 expr act | ELG1 repair inh | a7 integrin act | MLL CXXC-DNA inh | TRPV1 ag | PTAP TSG101 blk | p53 reactivator | B2AR arrestin | TCR act
CCC(C)(C)NC(=O)C(c1ccc(OC)cc1)N(Cc1cccs1)C(=O)CCC(=O)Nc1cc(C)on1 (stereo unspecified) | -1% | -22% | 18µM* | 0% | 5% | -3 | -7% | 33% | -0.3% | 1%[46.1 µM]
N#Cc1cnc(SCCc2ccccc2)nc1N | 0% | 50% | 29% | 6% | 27% | ? | -2% | ? | -0.1% | -4%
O=C(O)c1ccccc1-c1ccccc1C(=O)Nc1ccc(OC(F)(F)F)cc1 | -3% | -21% | -3% | 28% | -6% | -2 | -6% | · | -1.0% | 1%
CCC(c1nnnn1C(C)(C)C)N1CCN(C2CCCC2)CC1 (stereo unspecified) | 0% | 1% | 17% | -5% | 3% | 1 | -4% | ? | -0.2% | 4%
Clc1cccc(Nc2ncnc3c2cnn3-c2ccccc2)c1 | 5% | -13% | -20% | -6% | -1% | -4 | 0% | -1% | -0.1% | 4%
O=C(c1cc2ccccc2o1)N1CCN(Cc2ccccc2)CC1 | 4% | 44% | 11% | 4% | -7%&0% | 22 | -4% | 10% | 0.5% | -4%
O=C(CCn1cnnn1)N1CCCC(Nc2ccc(F)cc2)C1 (stereo unspecified) | -1% | 4% | 13% | 14% | 1% | 1 | -6% | -3% | 0.3% | 2%
NC(=O)C1Cc2ccccc2CN1S(=O)(=O)c1cccs1 (stereo unspecified) | 0% | 0% | 9% | 20% | 19% | -2 | -7% | -1% | -0.1% | -8%
O=C1CC(N2CCN(Cc3ccc4c(c3)OCO4)CC2)C(=O)N1c1ccccc1 (stereo unspecified) | · | 1% | 1% | -10% | -1% | 0 | -3% | 4% | 0.0% | -3%
Cc1nc2ccccn2c1C(=O)C(=O)Nc1cc(F)ccc1F | -7% | 45% | 25% | 39% | 6% | ? | 3% | 20% | -0.7% | 8%
CN(C)c1ccc(C(c2nnnn2C(C)(C)C)N2CCN(C(=O)c3ccco3)CC2)cc1 (stereo unspecified) | 4% | -9% | -1% | 5% | 6% | -3 | -4% | -6% | -0.3% | 1%
Cc1cccc(C)c1N/C=C/c1onc(C)c1[N+](=O)[O-] | · | -1% | · | 16% | -9% | 3 | -4% | · | · | 9%
CCOC(=O)N1CCC(N2C(=O)c3ccc(C(=O)Nc4cccc(OC)c4)cc3C2=O)CC1 | 1% | -6% | 0% | 60% | 8% | 4 | 0% | -1% | -1.0% | -5%
CC1CC(C)CN(C(=O)c2ccc(NC(=O)c3ccc(=O)[nH]c3)cc2)C1 (stereo unspecified) | 1% | -25% | ? | -8% | 18% | 5 | -5% | 3% | -1.2% | -8%
CCN(CC)CCNC(=O)c1ccc(NC(=O)C2CCN(c3ncnc4sc(C)c(C)c34)CC2)cc1 | 9% | -1% | ? | -1% | 26% | 9 | -1% | -3% | 0.4% | -5%
CC1CCCCN1CCCNC(=O)Cn1c(=O)c2cccn2c2ccccc21 (stereo unspecified) | 8% | 1% | -2% | -13% | 18% | 1 | 0% | 0% | -0.6% | -1%
O=C(NCc1ccccc1)Nc1cccn(Cc2ccc(F)cc2)c1=O | -1% | -14% | -11% | -7% | -1% | ? | 1% | -4% | -0.4% | 1%[46.1 µM]
CC(C)=NN1C(c2nonc2N)=NOC1(C)C | 3% | -21% | -18% | -8% | -3% | 0 | -6% | 0% | 0.5% | 2%
N/C(Cc1cccs1)=N\OC(=O)COc1ccccc1Cl | ? | 13µM* | ? | 11% | 10% | 3 | 2% | ? | 0.3% | -13%
COc1ccccc1C(c1nnnn1C(C)(C)C)N1CCN(Cc2ccncc2)CC1 (stereo unspecified) | -3% | 9% | -2% | -5% | -10% | 0 | 5% | 2% | -0.2% | 5%
CC(C)(C)NC(=O)c1cccnc1Sc1ccccc1 | 1% | -22% | 16% | -3% | 8% | 1 | -1% | 2% | 0.0% | 0%
CCn1c(SCC(=O)Nc2ccccc2C(=O)OC)nnc1-c1ccc(N)cc1 | -9% | -4% | ? | -30% | -1% | · | -2% | -3% | 0.0% | -6%
CC(=O)Nc1ccc(NC(=O)CSc2nnc(NC(=O)C3CC(=O)N(c4ccc(F)cc4)C3)s2)cc1 (stereo unspecified) | -1% | -14% | -3% | -23% | -6% | 1 | 2% | -1% | -1.1% | 1%
CC(=O)Nc1cc(C(=O)N2CCCC2)ccc1Sc1ccc(Cl)cc1 | · | -16% | ? | -13% | -14% | -4 | -10% | -5% | -0.7% | 1%
CCOc1ccccc1N1CCN(CC(=O)NCCc2ccc(S(N)(=O)=O)cc2)CC1 | 6% | 2% | -8% | -17% | 6% | 0 | 0% | 1% | 0.2% | -1%
CCCn1nnnc1NCc1ccc(N(CC)CC)cc1 | -3% | -7% | -8% | 6% | -1% | 18 | -6% | · | -3.5% | 10%
CC(C)(CNC(=O)c1ccc([N+](=O)[O-])c(Cl)c1)CNC(=O)c1ccc([N+](=O)[O-])c(Cl)c1 | -11% | -69% | ? | -46%[inhibitor] | -4% | · | -3% | -6% | -0.6% | -27%
CCc1ccc(C(=O)COC(=O)CNC(=O)CNS(=O)(=O)c2ccccc2)cc1 | 21% | -4% | 22% | -4% | 7% | 3 | -1% | -4% | 0.1% | 3%
O=C(c1cc2ccccc2o1)N(Cc1nnc(-c2ccccc2Cl)o1)C1CC1 | 7% | -19% | ? | -6% | · | 24 | 0% | 12% | -0.1% | -1%
CCOc1ccccc1C(=O)N/N=C/c1c[nH]c2ccccc12 | 3% | -52% | 15% | 6% | 9% | -2 | -1% | 2% | 0.0% | 0%
C/C(=N/NC(=O)c1cccs1)c1c(C)[nH]n(-c2nc3ccccc3s2)c1=O | 0% | -38% | ? | 13% | -5% | 27 | -7% | ? | -0.2% | 1%[46.1 µM]
CCC(C(=O)O)n1c(C(F)(F)F)nc2ccccc21 (stereo unspecified) | 4% | 1% | 15% | -4% | -6% | 4 | -3% | 26% | -0.3% | -3%
CCOCCOC(=O)c1[nH]c2c(c1C)C(=O)CC(c1ccc(N(C)C)cc1)C2 (stereo unspecified) | 8% | -29% | ? | -23% | 25% | 1 | -12% | -1% | 0.1% | 5%

Bioassay records: PubChem BioAssay, National Center for Advancing Translational Sciences (NCATS)
